Compound activity as filed in PubChem.
VEEV TC-83 Vero: inhibitors of VEEV TC-83 cytopathic effect, confirmation, Vero cells (AID 588727) | Vero cells, VEEV TC-83 cytopathic effect inhibition; higher % means a stronger effect | inhibition, % at 20 µM; hits with a dose series show IC50 in µM | 0.13% of 350,000 active; in the data active = a potency from the dose series; inconclusive = inhibition mostly from about 14% at the one dose, without a potency; inactive = the rest, 99 in 100 with inhibition below about 12%; also: strong numbers were not always called active
tuberculosis growth: growth inhibition of non-replicating M. tuberculosis (AID 488890); Mycobacterium tuberculosis non-replicating, growth inhibition; higher % means a stronger effect; inhibition, % at 25 µM; hits with a dose series show IC50 in µM; 0.39% of 320,000 active; in the data active = a potency from the dose series; inconclusive = inhibition mostly from about 82% at the one dose, without a potency; inactive = the rest, 99 in 100 with inhibition below about 76%;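 also: plate controls were DMSO cells for no effect and high antibiotic wells for full effect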
influenza NS1A: H1N1 influenza NS1A inhibitors, functional cell based assay (AID 504329); NS1A functional cell-based assay, percent inhibition; higher % means a stronger effect; inhibition, % at 12.5 µM; hits with a dose series show IC50 in µM; 0.3% of 340,000 active; in the data active = a potency from the dose series; inconclusive = inhibition above about 27% without an active follow-up result; also: strong numbers were not always called active
PhoP GFP inhibition: Inhibition of PhoP regulon, Salmonella typhi GFP reporter cells, confirmation, 4 h (AID 1850); Salmonella Typhi PhoP-promoter GFP reporter, fluorescence, 4 h; higher % means a stronger effect; 0.33% of 310,000 active; one-dose inhibition, % at 50 µM; IC50 in µM for titrated hits; in the data active = a potency from the dose series; inconclusive = inhibition mostly from about 25% at the one dose, without a potency; inactive = the rest, 99 in 100 with inhibition below about 19%;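 also: 0% = induced wells with vehicle and 100% = uninduced wells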
H37Rv inhibition: M. tuberculosis growth inhibition, HTS (AID 449762). 0.59% of 330,000 active. M. tuberculosis H37Rv growth inhibition, 7H9 media; higher % means a stronger effect. inhibition, % at 25 µM, or IC50 in µM where a hit was titrated; in the data active = a potency from the dose series; inconclusive = inhibition above about 70% without an active follow-up result;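 also: bacterial growth assessed after seven days of incubation; strong numbers were not always called active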
VEEV TC-83 Vero 10K pilot screen: further read-out of VEEV TC-83 Vero, marked with its call; inhibition, %; measured here: 10K pilot screen inhibition
Starred values were filed as active, the others as inactive; i = inactive; ? = inconclusive; / = not tested or not shown; & = joins results of further samples. No enrichment for hits; 1.5% or so of the library scored in one or more.

SMILES	VEEV TC-83 Vero	tuberculosis growth	influenza NS1A	PhoP GFP inhibition	H37Rv inhibition	others
O=C(NCc1ccccn1)C1CC(c2ccccc2Cl)=NO1 (centres undefined)	1.4%	6%	0%	0%	4%
COC(=O)C1=C(c2c(C)noc2C)C[C@@H]2CC[C@H]1N2C(=O)NCC1CC1	i	-4%	-15%	/	-13%
CC(C)CCN1CCC(C)(NC(=O)c2ccccc2)C1=O (centres undefined)	i	-8%	13%	/	0%
Cc1cccnc1CCNC(=O)CC1C(=O)NCCN1CC1CCCCC1 (centres undefined)	2.5%	-10%	-17%	2%	-6%
O=C(O)c1ccc(S(=O)(=O)N(CCc2ccccc2)Cc2ccc(Cl)cc2)cc1	i	10%	-7%	9%	8%
CCOC(=O)C1=C(CS(=O)(=O)c2ccccc2)NC(=O)NC1c1ccccc1OC (centres undefined)	3.3%	-3%	16%	-5%	-2%
CC(=O)N1CCN(C2c3cccc4cccc(c34)C2NS(=O)(=O)c2ccccc2)CC1 (centres undefined)	5.9%	19%	12%	-16%	2%
O=[N+]([O-])c1ccccc1OCCN1CCCC1	0.6%	-10%	2%	7%	-3%
O=C(O)CCCC(=O)Nc1ccc(Sc2ccc([N+](=O)[O-])cc2)cc1	0.3%	20%	-6%	7%	2%	VEEV TC-83 Vero 10K pilot screen=0.4
CCOC(=O)C(O)(c1ccc(N=Cc2ccccc2O)c(C)c1)C(F)(F)F (centres undefined)	1.0%	-3%	-2%	-2%	2%
O=C(c1ccc(Cl)c(Cl)c1)N1CCC(=O)N(C(COCc2ccccc2)Cc2ccccc2)CC1 (centres undefined)	3.8%	45%	16%	-23%	42%
O=C(CSc1nnnn1-c1ccccc1)Nc1ccc(N2CCOCC2)cc1	2.1%	-4%	2%	5%	-2%
Cc1ccsc1C(=O)OCC(=O)NCc1ccc(Cl)cc1	5.3%	51%	-5%	/	-2%
CS(=O)(=O)N1CCCC(C(=O)Nc2ccccc2)C1 (centres undefined)	i	0%	0%	-5%	-2%
NNC(=O)c1cc(NS(=O)(=O)c2cccs2)cc(NS(=O)(=O)c2cccs2)c1	i	-1%	-15%	/	-4%
CCc1nc2ccccc2c(C(=O)OC2CCCCC2=O)c1C (centres undefined)	3.5%	2%	0%	-1%	20%
CC1=C(c2ccccc2)C(=S)NC(C)(C)C1	1.4%	6%	-2%	7%	-8%
CCOc1ccc(CCNC(=O)c2nnn(CC(=O)Nc3ccc(OC)c(OC)c3)c2N)cc1OCC	2.4%	-5%	-3%	-4%	6%
CCn1ncc(C2=NOC(C(=O)Nc3c(C)n(C)n(-c4ccccc4)c3=O)C2)c1C (centres undefined)	0.4%	-17%	-5%	-7%	-8%
CCCC(=O)Nc1nc(-c2ccc3c(c2)OCCO3)cs1	7.5%	/	-1%	6%	-8%
CC(Oc1cccc(Cl)c1)C(=O)NCc1ccc(S(N)(=O)=O)cc1 (centres undefined)	1.4%	-2%	-7%	-14%	2%
Cc1cc(/C=C2\NC(=S)N(C)C2=O)ccc1N1CCCC1	1.8%	-5%	3%	-14%	-6%
COCC(=O)N(C)c1nnc(-c2ccc([N+](=O)[O-])cc2)s1	0.9%	4%	-3%	20%	13%
Cc1ccccc1NC(=O)COC(=O)c1ccc(S(C)(=O)=O)c([N+](=O)[O-])c1	?	16%	1%	-7%	5%
CCOc1ccccc1C(=O)N1CCC(n2nnc3cc(C)ccc32)CC1	7.7%	20%	-1%	2%	-1%

Structural class: those above containing a COOH group (two)
SMILES	VEEV TC-83 Vero	tuberculosis growth	influenza NS1A	PhoP GFP inhibition	H37Rv inhibition	others
O=C(O)c1ccc(S(=O)(=O)N(CCc2ccccc2)Cc2ccc(Cl)cc2)cc1	i	10%	-7%	9%	8%
O=C(O)CCCC(=O)Nc1ccc(Sc2ccc([N+](=O)[O-])cc2)cc1	0.3%	20%	-6%	7%	2%	VEEV TC-83 Vero 10K pilot screen=0.4

Returning to the listing, repeating the 3 entries before the break.
SMILES	VEEV TC-83 Vero	tuberculosis growth	influenza NS1A	PhoP GFP inhibition	H37Rv inhibition	others
COCC(=O)N(C)c1nnc(-c2ccc([N+](=O)[O-])cc2)s1	0.9%	4%	-3%	20%	13%
Cc1ccccc1NC(=O)COC(=O)c1ccc(S(C)(=O)=O)c([N+](=O)[O-])c1	?	16%	1%	-7%	5%
CCOc1ccccc1C(=O)N1CCC(n2nnc3cc(C)ccc32)CC1	7.7%	20%	-1%	2%	-1%
CC1CCN(c2c(NCC3CCC(C(=O)NCCc4ccc(Cl)cc4)CC3)c(=O)c2=O)CC1 (centres undefined)	0.8%	33%	-3%	1%	-4%
COc1ccc(S(=O)(=O)N2c3ccccc3OCC2C)cc1 (centres undefined)	3.2%	0%	/	3%	-3%
CCn1c(SCC(=O)Nc2ccc(-c3nc4ccc(C)cc4s3)cc2)nnc1-c1ccccc1	/	/	/	9%	-1%
Cc1ccc(CCN2CC(C(=O)NCCCN3CCOCC3)CC2=O)cc1 (centres undefined)	i	-8%	-20%	-2%	-10%
CC1CCN(S(=O)(=O)c2nnc(NC(=O)COc3ccccc3)s2)CC1	0.8%	10%	4%	-6%	8%
Cc1c(C(O)CN2CCN(Cc3ccc4c(c3)OCO4)CC2)c2ccccc2n1C (centres undefined)	82%	51%	16%	9%	-4%
COc1ccc(C(=O)N2CCCC(CCC(=O)NCc3ccccc3F)C2)c(OC)n1 (centres undefined)	i	8%	2%	2%	4%
COc1cc(-c2nc(S(=O)(=O)c3ccc(Cl)cc3)c(N3CCOCC3)o2)cc(OC)c1OC	i	18%	7%	-2%	1%
COc1ccc(NC(=O)C2CCN(c3nc(-c4ccc(OC)cc4)no3)CC2)cc1	0.3%	-12%	2%	-4%	-4%
COc1ccc2nc(NC(=O)C3CCN(S(=O)(=O)c4cnc[nH]4)CC3)sc2c1	1.6%	19%	-4%	4%	-1%
CCCC(C(=O)NC1CCCC1)N(CCCN1CCOCC1)C(=O)c1snc(C(N)=O)c1N (centres undefined)	i	14%	1%	-10%	-4%
COCCNC(=O)c1c(N)n(/N=C/c2ccc(F)cc2)c2nc3ccccc3nc12	8.2%	-4%	/	-15%	10%
Cc1ccc(C(=O)NCc2cccnc2)o1	0.8%	4%	-7%	-1%	-5%
NS(=O)(=O)c1ccc(CCNC(=O)CN2CCN(c3ccc(F)cc3)CC2)cc1	0.3%	-4%	-7%	-4%	3%
CCC(=O)N1CCc2cc(S(=O)(=O)NC(C(=O)NCc3ccc(C)cc3)C(C)C)ccc21 (centres undefined)	i	9%	6%	3%	2%
O=C1c2ccccc2C(=O)N1Cc1cc(Cl)c(O)c([N+](=O)[O-])c1	i	35%	22%	4%	-2%
CCN(c1ccccc1)S(=O)(=O)c1nnc(NC(=O)C(C)C)s1	0.1%	-4%	2%	-5%	2%
CCCc1nc2c(sc3nc4c(cc32)COC(C)(C)C4)c(=O)o1	i	?	-10%	-3%	41%
COc1c(C)cc(Br)cc1C(=O)Nc1ccccc1C	0.7%	11%	-9%	1%	3%
Cc1noc(C)c1S(=O)(=O)N(C)C[C@H]1Oc2c(NC(=O)NC(C)C)cccc2C(=O)N([C@H](C)CO)C[C@@H]1C	0.2%	8%	1%	/	5%
O=C(NCc1ccc(Cl)cc1)C1CCCN(S(=O)(=O)c2cnc[nH]2)C1 (centres undefined)	0.6%	/	-2%	-3%	5%
Cc1ncoc1C(=O)N1CCc2c([nH]c3ccccc23)C1C(C)(C)C (centres undefined)	0.8%	-1%	2%	15%	-1%
COc1cnc(-c2ccccn2)nc1Oc1ccc(F)cc1F	0.1%	?	9%	7%	?
Cc1ccc(-c2nnn(CC(=O)N(CC3CCCO3)C(C(=O)NCC3CCCO3)c3ccc(F)cc3)n2)o1 (centres undefined)	2.5%	0%	-20%	-3%	-4%
CCCc1ccc(C(C)NC(=S)NC2CCCCC2)cc1 (centres undefined)	0.7%	45%	-6%	-6%	15%
SMILES	VEEV TC-83 Vero	tuberculosis growth	influenza NS1A	PhoP GFP inhibition	H37Rv inhibition	others
N#CCCN(C(=O)COC(=O)CCNS(=O)(=O)c1ccccc1)c1ccccc1	i	-6%	3%	/	-5%
Cn1c(CCNC(=O)c2ccc(Cl)c(Cl)c2)nnc1SCc1ccc(Cl)c(Cl)c1	i	-15%	-7%	-3%	3%
CC1CCC(C(C)C)C(OC(=O)Cn2c(-c3ccccc3)[n+](C)c3ccccc32)C1 (centres undefined)	i	?	7%&3%	-8%&7%	?	VEEV TC-83 Vero 10K pilot screen=0.0
Cc1cc(C)c(C(=O)OCC(=O)NCc2cccs2)c(C)c1	i	52%	1%	7%	6%
CCN(CC)CCn1c2c(c(SCC(=O)Nc3nccs3)nc1=O)CCCC2	i	-14%	-7%	2%	-8%
CC(=O)Nc1ccc(C(F)(F)F)cc1Cl	2.1%	-4%	-19%	2%	5%
Cc1ccc(OCC(=O)N/N=C\c2c(C)n(C)c3ccccc23)c([N+](=O)[O-])c1	9.1%	7%	1%	-5%	-12%
CC(=O)OC1CCC2C3CCc4cc(O)ccc4C3CCC12C (centres undefined)	1.3%	/	-4%	/	/
CC(C)(C)c1cc(CNC2CS(=O)(=O)C[C@@H]2O)cc(C(C)(C)C)c1O (some centres undefined)	0.2%	?	25%	3%	16%
COC(=O)c1ccc2c(c1)NC(=O)C(N1CCCCC1)S2 (centres undefined)	i	-16%	3%	-8%	2%
COC(=O)c1c(C(=O)OC)c(-c2ccc(F)cc2)n2c1CS(=O)C2 (centres undefined)	0.2%	-2%	2%	-2%	-4%
NC(=O)NS(=O)(=O)Oc1ccccc1	0.1%	5%	-2%	-35%	5%
O=C(O)c1ccccc1C(=O)O	0.3%	-10%	3%	/	-4%
Cc1cc(C)c2c(=O)n(-c3ccccc3)[nH]c2n1	2.0%	19%	7%	-2%	9%
O=C(CSC(=S)N1CCCC1)NCC(=O)Nc1ccccc1Br	i	5%	8%	8%	18%
CCOC(=O)C1CCN(S(=O)(=O)c2ccc3c(c2)NC(=O)CS3)CC1	i	6%	5%	5%	4%
COc1cc(/C=C2\SC(=S)N(CCC(=O)NC3CCCC3)C2=O)cc(OC)c1OC	11%	13%	3%	-9%	-7%
COC(=O)C1(C)NC(c2ccccc2C)C2C(=O)N(c3ccccc3)C(=O)C21 (centres undefined)	i	-6%	-2%	-2%	8%
Cc1ccc(C23CC4CC(CC(NC(=O)NC(C)(C)CO)(C4)C2)C3)cc1	i	23%	3%	-3%	6%
c1ccc(CN2CCN(c3nc(NCc4ccco4)c4ccccc4n3)CC2)cc1	i	?	13%	38µM*	18µM*
CCN(CCO)Cc1csc2ccccc12	i	-9%	-6%	4%	-1%
CC(C)(C)OC(=O)C[C@@H]1C/C=C\C[C@@H](CC(=O)N(CCO)Cc2ccccc2)C(=O)NC[C@@H](c2ccccc2)OC1=O	1.8%	43%	15%	/	5%
CC1(C)CC(=O)C2=C(C1)OC(c1cccs1)C(C#N)=C2N (centres undefined)	i	54%	1%	-4%	7%
N#CCSc1nnc(-c2ccccc2O)n1CCc1ccccc1	5.2%	12%	3%	-10%	-4%
COc1ccc(NC(=O)NCCCCc2ccccc2)cc1	0.8%	51%	-9%	-1%	0%

Brought forward from above: 4 entries; new compounds follow.
SMILES	VEEV TC-83 Vero	tuberculosis growth	influenza NS1A	PhoP GFP inhibition	H37Rv inhibition	others
CC(C)(C)OC(=O)C[C@@H]1C/C=C\C[C@@H](CC(=O)N(CCO)Cc2ccccc2)C(=O)NC[C@@H](c2ccccc2)OC1=O	1.8%	43%	15%	/	5%
CC1(C)CC(=O)C2=C(C1)OC(c1cccs1)C(C#N)=C2N (centres undefined)	i	54%	1%	-4%	7%
N#CCSc1nnc(-c2ccccc2O)n1CCc1ccccc1	5.2%	12%	3%	-10%	-4%
COc1ccc(NC(=O)NCCCCc2ccccc2)cc1	0.8%	51%	-9%	-1%	0%
CCOC(=O)C1(CCc2ccccc2)CCN(Cc2cnc(N(C)C)s2)CC1	i	/	1%	3%	6%
Clc1ccc(Cl)c2sc(N3CCCC3)nc12	0.4%	58%	9%	0%	8%
Cc1ccc2cc(CN(CC3CCCO3)C(=O)NC3CCCCC3)c(=O)[nH]c2c1C (centres undefined)	1.1%	29%	-4%	-1%	-23%
c1ccc2c(c1)C(=NC1CCCCC1)NC2=NC1CCCCC1	i	?	-4%	66µM*	?
Cc1cccc(C(=O)NCCc2csc(C)n2)c1	0.7%	1%	2%	-5%	0%
CCC(=O)NC(c1cccs1)c1cc([N+](=O)[O-])c2cccnc2c1O (centres undefined)	7.1%	18%	6.7µM*	?	4%
CCCCOCCCN1CC(=O)N2C(C)c3[nH]c4ccccc4c3C[C@H]2C1=O (some centres undefined)	0.5%	-3%	-12%	-6%	1%
